# Screens: PubChem BioAssay, several laboratories
# PTK2B oligo ant: antagonists of Pyk2 self-association, primary screen, Q293 cells, FERM NanoBiT luminescence, HTS | z-score (the deposit names both 25 µM and 10 µM) | 99,000 tested, 0.83% active | AID 1347419, 2020 | hits give low values | Protein-tyrosine kinase 2-beta (Homo sapiens), Q14289;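 active = Z-score of -3 or lower, scaled per plate to the spread of control and sample wells; inactive = z-score above -3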;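 note: negative z-score means lost luminescence so less FERM oligomerization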
# Target sequence (Q14289 whole entry, looked up): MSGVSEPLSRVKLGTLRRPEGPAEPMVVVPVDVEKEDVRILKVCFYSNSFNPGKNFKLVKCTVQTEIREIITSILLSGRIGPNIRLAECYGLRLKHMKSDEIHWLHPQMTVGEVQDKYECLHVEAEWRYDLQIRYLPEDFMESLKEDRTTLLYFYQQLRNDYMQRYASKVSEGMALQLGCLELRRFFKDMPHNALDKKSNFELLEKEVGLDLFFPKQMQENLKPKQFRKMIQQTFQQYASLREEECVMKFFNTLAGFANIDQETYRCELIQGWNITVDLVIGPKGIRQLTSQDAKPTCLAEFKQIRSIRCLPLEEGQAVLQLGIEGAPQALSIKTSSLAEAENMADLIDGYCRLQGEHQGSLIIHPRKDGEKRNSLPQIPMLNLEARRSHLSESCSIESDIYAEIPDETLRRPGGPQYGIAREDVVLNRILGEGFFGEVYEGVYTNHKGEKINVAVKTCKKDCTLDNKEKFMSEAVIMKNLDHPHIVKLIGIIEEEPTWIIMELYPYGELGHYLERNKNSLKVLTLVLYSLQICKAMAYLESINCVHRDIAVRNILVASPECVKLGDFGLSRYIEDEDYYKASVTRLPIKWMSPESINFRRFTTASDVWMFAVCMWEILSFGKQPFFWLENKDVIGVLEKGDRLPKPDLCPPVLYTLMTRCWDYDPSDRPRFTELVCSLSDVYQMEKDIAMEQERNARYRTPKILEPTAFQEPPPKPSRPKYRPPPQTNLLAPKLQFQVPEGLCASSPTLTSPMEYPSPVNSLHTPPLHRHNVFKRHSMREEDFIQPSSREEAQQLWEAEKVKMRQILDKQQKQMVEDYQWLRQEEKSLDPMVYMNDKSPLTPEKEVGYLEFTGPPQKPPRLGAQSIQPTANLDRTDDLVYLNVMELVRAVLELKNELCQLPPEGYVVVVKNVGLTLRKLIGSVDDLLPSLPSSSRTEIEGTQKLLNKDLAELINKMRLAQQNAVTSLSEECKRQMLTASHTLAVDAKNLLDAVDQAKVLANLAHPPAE
# ERa coact inh: ERα–SRC-1 coactivator interaction inhibitors, primary screen, biochemical, TR-FRET, ERα LBD, estradiol-bound; AID 629, 2007; 86,000 tested, 1.7% active; TR-FRET ER-alpha LBD / SRC-1 peptide; Estrogen receptor (Homo sapiens), P03372; inhibition, % at 25.6 µM; in the data active = inhibition above about 50%;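 note: 0% = receptor plus peptide control and 100% = peptide only without receptor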
# The depositor's hits bear a star; [ ] = another dose, or the depositor's remark. Some of the compounds tested; rates above refer to the full screens.
SMILES,PTK2B oligo ant,ERa coact inh
COc1ccc(C(=O)/C=C(\N)C(F)(F)F)c(O)c1,0.73,0
COC(=O)c1ccc(-c2ccco2)n1Cc1nc(-c2ccc(OC)c(OC)c2)oc1C,-0.57,70*[fluorescence artefact?]
CN(CC(=O)Nc1ccncc1)S(=O)(=O)c1ccc(Cl)cc1,0.29,5
COc1ccc(Cc2nnc(NC(=O)c3cccs3)s2)cc1,0.77,-2
CCc1sc(C(=O)Nc2ccsc2C(=O)OC)cc1Br,-1.7,11
CSc1nc(C)c2cc(C)oc2n1,1.6,5[fluorescence artefact?]
CC1Cc2ccccc2N1S(=O)(=O)c1cnc[nH]1 (stereo not given),1.4,9[fluorescence artefact?]
CC(=O)Nc1cccc(NS(=O)(=O)c2cccc3nsnc23)c1,-0.3,-36[fluorescence artefact?]
CS(=O)(=O)c1ccc2nc(NC(=O)C3CCCCC3)sc2c1,-0.18,-2
c1ccc(-c2ccc(-c3nc(-c4ccncc4)no3)cc2)cc1,0.85,9[fluorescence artefact?]
Cc1cc2ccccc2c(=O)n1CC(=O)Nc1ccc2c(c1)OCO2,-0.05,-13
COc1cc(C)c(C(N)=O)c(OC)n1,0.64,-2
Cc1ccc(C(=O)Nc2nc3ccccc3s2)s1,-1.4,-3
NS(=O)(=O)c1ccc(CCNC(=O)Nc2ccc(Cl)cc2)cc1,0.98,2[fluorescence artefact?]
C=CCn1c(SCC(=O)Nc2cc(C)nn2-c2ccccc2)nnc1C1CCCCC1,1,9
Cc1onc(-c2ccccc2Cl)c1C(=O)OCC(=O)Nc1ccc2c(c1)OCO2,-1.6,7
CCN(CC)C(=O)C1CCCN(Cc2ccc(F)c(F)c2)C1 (stereo not given),-1.3,-11
O=C(CN1C(=O)COc2ccccc21)NCCC1=CCCCC1,0.51,-8
COc1cccc2[nH]c3c(=O)n(CCN(C)C)cnc3c12,0.02,-3
CC(=O)N1CCc2cc(S(=O)(=O)NCCC(=O)NCCc3ccc(C)cc3)ccc21,0.7,-1[fluorescence artefact?]
Cc1ccc(-n2nc3ccc(N)cc3n2)cc1,-0.08,10
Nc1nnnn1/N=C/C=C/c1ccccc1,0.26,22
CN1CCN(C(=O)C2CCN(S(=O)(=O)c3cnc[nH]3)CC2)CC1,0.04,2[fluorescence artefact?]
CCOc1ccc(-c2noc(CCC(N)=O)n2)cc1OCC,0.89,-7
COc1ccc(-c2nn(C)c3sc(C(=O)NCc4ccco4)cc23)cc1OC,0.18,80*[fluorescence artefact?]

# Overlap with the part before: two entries; new compounds follow.
SMILES,PTK2B oligo ant,ERa coact inh
CCOc1ccc(-c2noc(CCC(N)=O)n2)cc1OCC,0.89,-7
COc1ccc(-c2nn(C)c3sc(C(=O)NCc4ccco4)cc23)cc1OC,0.18,80*[fluorescence artefact?]
CCOC(=O)c1nnn(-c2nonc2OC)c1-c1ccccc1,0.59,-5
O=C(CSc1nncs1)NC(=O)NCc1ccccc1,-0.19,5
Cc1c(C(=O)Nc2ccccn2)oc2ccccc12,1.2,-3
c1ccc(N2CCN(c3nnnn3-c3ccccc3)CC2)cc1,0.41,-7
O=C1C2CC=CCC2C(=O)N1CC(=O)N(Cc1ccccc1)C1CCS(=O)(=O)C1 (stereo not given),0.16,-2
CCOC(=O)c1ccc(NC(=O)Cn2nnc(-c3ccc(F)cc3)n2)cc1,1.1,13
COc1cc(CO)cc(Br)c1OCC(=O)N1CCCCC1,0.07,-10
CN1CCN(C(=O)c2ccc(Cl)c(S(=O)(=O)N3CCCCC3)c2)CC1,2.5,6[fluorescence artefact?]
O=C(NCc1ccccn1)C1CCN(S(=O)(=O)N2CCCC2)CC1,-0.66,-11
COC(=O)CSc1nnc2n(-c3ccc(OC)cc3)c(=O)c3c4c(sc3n12)CCCCC4,-0.27,34
CN1CCN(CC#CC(C)(O)C2CC3C=CC2C3)CC1 (stereo not given),-0.8,3
N#Cc1c(N)nc(-c2ccccc2)nc1-c1ccccc1,-0.1,-5[fluorescence artefact?]
O=C(COc1ccc(-c2nnco2)cc1)NC1CCCc2ccccc21 (stereo not given),0.02,1[fluorescence artefact?]
CCOC(=O)Cc1c(C)nc2c(-c3cccc(Br)c3)c[nH]n2c1=O,0.84,-5
Nc1c(C(=O)NCCc2ccccc2)nnn1Cc1ccccc1,-0.22,42
COc1ccc(-c2cc(NCCc3ccncc3)n3ncnc3n2)cc1,-0.21,-3
Cc1nn(C(C)C(=O)N2CCc3ccccc3C2)c(=O)c2cc3occc3n12 (stereo not given),0.79,-3
O=C(CSC1=NCCS1)N1CCCCCC1,-0.08,-4
C#CCOC(=O)CCCC(=O)Nc1ccccc1OC,0.26,-3
CC(C)n1c(C(=O)OCC(=O)NCc2ccc3c(c2)OCO3)cc2occc21,2.5,-3
CCOc1cc(-c2c(C)c(CC)nc(N)c2C#N)ccc1O,-1.8,5
CCCn1c(=O)c2ccccc2n2c(Sc3nnnn3-c3ccccc3)nnc12,-1.3,-11
COc1ccc(NC2CC(=O)N(C)C2=O)cc1 (stereo not given),1.2,48[fluorescence artefact?]
CC(C)C1N=C2c3ccccc3N=C(SCC(=O)NCCc3ccc(S(N)(=O)=O)cc3)N2C1=O (stereo not given),0.06,9
NC(=O)CN1CCN(c2ccccc2F)CC1,0.02,-11

# Arranged by number of heavy atoms (descending): part of the list above.
SMILES,PTK2B oligo ant,ERa coact inh
O=C1C2CC=CCC2C(=O)N1CC(=O)N(Cc1ccccc1)C1CCS(=O)(=O)C1 (stereo not given),0.16,-2
Nc1c(C(=O)NCCc2ccccc2)nnn1Cc1ccccc1,-0.22,42
COc1ccc(NC2CC(=O)N(C)C2=O)cc1 (stereo not given),1.2,48[fluorescence artefact?]

# Additional records follow:
SMILES,PTK2B oligo ant,ERa coact inh
O=C(O)COc1cccc(NC(=O)c2ccccc2)c1,0.44,14[fluorescence artefact?]
CCN(CC)c1ccc(-n2cc3c(=O)n(C)c(=O)n(C)c3c2)cc1,-0.15,-9
O=C(O)c1cc2c(s1)-c1ccccc1OC2,1.1,-12
CN(C)C(C(=O)NC1CCCCC1)c1ccc(Cl)cc1 (stereo not given),-0.19,6
CCN(CC)S(=O)(=O)c1ccc2c(c1)c(=O)c(C(=O)N1CCOCC1)cn2C,-0.39,-16
COc1ccccc1N1CCN(C2CCN(C(=O)c3cc(OC)c(OC)c(OC)c3)CC2)CC1,0.95,-15
O=C(CSc1cccc(C(F)(F)F)c1)N1CCN(S(=O)(=O)c2ccccc2)CC1,0.55,-1
Cc1ccc(-n2nc3c([n+]2[O-])CCc2c-3no[n+]2[O-])cc1,1,-1
CC(=O)OC1CC(C)(C)N(OC(=O)CCCN2C(=O)c3ccccc3C2=O)C(C)(C)C1,1,-1
CCCn1nnc(NC(=O)c2cccc(OCC(C)C)c2)n1,-0.05,0
CCOc1cccc(-c2nnc3sc(COc4ccccc4)nn23)c1,-0.6,1
CCCNC(=O)c1ccc2c(c1)ncn2-c1ccccc1OC,0.79,-39
COc1cccc(-n2c(SCC(N)=O)nc3c([nH]c4ccccc43)c2=O)c1,-0.11,4
CCN(C(=O)c1c(OC)cccc1OC)c1nnc(-c2cccnc2)s1,-0.41,1
COc1ccc(C(=O)N2CCCN(C)CC2)cc1S(=O)(=O)N1CCCc2ccccc21,0.63,-13[fluorescence artefact?]
CC1(C)Cc2c(sc3nc(-c4cccs4)n(N)c(=O)c23)CO1,-1.3,2
CC(/C=N/n1cnnc1)=C\c1ccco1,0.29,-1[fluorescence artefact?]
CC1CCC2(CC1)NC(=O)N(CC(=O)NC(=O)NC1CCCC1)C2=O (stereo not given),1.4,-3
CCSc1oc(-c2ccco2)nc1S(=O)(=O)c1ccc(F)cc1,0.04,7[fluorescence artefact?]
CN1CCN(c2nc3c(c(=O)n(C)c(=O)n3C)n2CC(=O)C23CC4CC(CC(C4)C2)C3)CC1,0.45,-43[fluorescence artefact?]
CC(=O)Nc1cccc(NC(=O)c2c(-c3ccccc3Cl)noc2C)c1,0.81,7
O=S(=O)(CCc1ccccc1)N1CCOCC1,0.39,-29
Cc1cc(=S)cc(C)n1CCCn1ccnc1,0.65,-1
Cc1c(C(=O)NCCc2ccccc2)oc2ccc(S(=O)(=O)N3CCOCC3)cc12,0.68,6
O=C(NCc1ccc2c(c1)OCO2)c1cc2n(n1)C(C(F)(F)F)CC(c1ccc3c(c1)OCO3)N2 (stereo not given),0.09,9

# ERa coact inh, entries above that show a hit
SMILES,PTK2B oligo ant,ERa coact inh
COC(=O)c1ccc(-c2ccco2)n1Cc1nc(-c2ccc(OC)c(OC)c2)oc1C,-0.57,70*[fluorescence artefact?]
COc1ccc(-c2nn(C)c3sc(C(=O)NCc4ccco4)cc23)cc1OC,0.18,80*[fluorescence artefact?]

# Next compounds.
SMILES,PTK2B oligo ant,ERa coact inh
O=C(Cc1cccs1)Nc1ccccc1NC(=O)Cc1cccs1,0.28,2[fluorescence artefact?]
O=C(NCC1CCCO1)C1CCN(CC2CCCCC2)CC1 (stereo not given),0.03,0
COc1cc(S(=O)(=O)N2CCN(c3ccccc3F)CC2)ccc1Cl,-3*,13
O=C1COc2ccc(C(=O)COC(=O)Cn3cnc4ccccc43)cc2N1,0.15,8
O=C(CCN1C(=O)c2ccncc2C1=O)Nc1ccc2c(c1)OCCO2,0.14,0
N#C/C(=C(/O)CSc1nnc(Cc2cccs2)n1C1CCCCC1)c1nc2ccccc2[nH]1,-1.4,77*[fluorescence artefact?]
Cc1ccc(-c2cc(=O)[nH][nH]2)c(C)c1,-0.09,4
CCOC(=O)Cn1nnnc1CN(Cc1ccccc1)Cc1cc2cc(CC)ccc2[nH]c1=O,2,3
Cc1cc(C)nc(-n2nc(C)c(C3(O)C(=O)Nc4ccccc43)c2N)n1 (stereo not given),0.99,-14
Cc1ccc(C(=O)CSC2=NC(N)=C(C#N)C3(CCCCC3)C2C(N)=O)cc1 (stereo not given),-0.89,-1
O=S(=O)(Nc1ccccc1F)c1ccc2nsnc2c1,-0.56,6
CCOC(=O)CC(=O)Nc1nnc(CC(C)C)s1,-0.22,4
O=C1CCN(C(=O)c2ccccc2)C2CCCCC12 (stereo not given),0.77,-1
Cc1nc(=O)c(-c2ccccc2)c(C)n1-c1ccc(O)c(C(=O)O)c1,-0.4,-3
Cc1ccc(C)c(S(=O)(=O)Nc2ccccc2C(=O)Nc2cc(C)on2)c1,-2.3,3
O=C(Nc1ccccn1)[C@@H]1CCC(=O)N1C(=O)OCc1ccccc1,0.51,16
COc1ccc(CN2C(=O)c3ccccc3C2C(=O)NC2CCCC2)c(OC)c1 (stereo not given),0.64,1
c1ccc2c(c1)nc(Nc1ccc3c(c1)OCO3)c1nnnn12,-1.2,57*[fluorescence artefact?]
Cc1cc(-c2nsc(=O)o2)c(S(C)(=O)=O)s1,0.33,-2
CCN1C(=O)N(CN2CCOCC2)C2C1N(CN1CCOCC1)C(=O)N2CC (stereo not given),0.7,-3
O=C(CCc1nc(-c2ccccc2)no1)Nc1cc(C(F)(F)F)ccc1Cl,-0.39,3
O=C1c2ccccc2C(O)(Cc2ccccc2)N1CCCN1CCOCC1 (stereo not given),1.6,5[fluorescence artefact?]
COc1cccc(-c2nn3c(-c4ccco4)nnc3s2)c1,1.9,20[fluorescence artefact?]
O=C(CSc1nnc(-c2cccs2)o1)OC1CCCCC1,-0.16,10
CCCOc1ccc(N2C(=O)CC(N(CCC)C(=O)CCC(=O)O)C2=O)cc1 (stereo not given),-0.2,-4

# Record cards, as listed above. Order of screens: PTK2B oligo ant | ERa coact inh
# O=C(Nc1ccccn1)[C@@H]1CCC(=O)N1C(=O)OCc1ccccc1 is entered as 0.51 | 16
# Cc1ccc(C(=O)CSC2=NC(N)=C(C#N)C3(CCCCC3)C2C(N)=O)cc1 (stereo not given) is entered as -0.89 | -1

# (further entries)
SMILES,PTK2B oligo ant,ERa coact inh
Cc1ccc(-c2csc(NC(=O)c3cccc(S(=O)(=O)N4CCN(C)CC4)c3)n2)cc1,-0.17,-9
O=C(NCc1cccs1)c1cccc(S(=O)(=O)N2CCCCC2)c1,0.67,-2
CSc1cccc(NS(=O)(=O)c2cccc3nsnc23)c1,-0.91,-2
CS(=O)(=O)c1ccc2nc(NC(=O)CC3CCCC3)sc2c1,-0.11,-2
Cc1cccc2sc(NC(=O)CCNS(=O)(=O)c3cccc4nonc34)nc12,0.32,-25
COC(=O)Cn1c(=O)cnc2ccccc21,1.1,5[fluorescence artefact?]
Cc1ccc(Cn2c(=O)n(Cc3ccco3)c(=O)c3ccccc32)cc1,-0.77,11[fluorescence artefact?]
COc1ccccc1NC(=O)C(C)Sc1nnnn1C (stereo not given),-1.3,-4
COCCn1cc(C(=O)NCCCN2CCC(C)CC2)c2c3ccccc3n(C)c2c1=O,-0.67,-3
COc1ccc(OC)c(S(=O)(=O)Nc2ccc(CC(=O)O)cc2)c1,0.67,8[fluorescence artefact?]
CCOC(=O)C1CCN(Cc2ccc(F)c(Br)c2)CC1,0.46,2
COc1cc2c(cc1NC(=O)CN(C)Cc1nc3ccccc3c(=O)[nH]1)oc1ccccc12,-3.4*,13
CC(C)(C)NC(=O)c1ccc(NC(=O)C2COc3ccccc3O2)cc1 (stereo not given),0.38,-17
CC(C)=C1SC(N2CCN(Cc3ccccc3)CC2)=NC1=O,0.42,-4
CCOC(=O)CN(C(=O)CSc1nnc2c(n1)[nH]c1ccc(OC)cc12)c1ccc(F)cc1,1.4,13
COc1ccc(CNC(=O)CN(CC2CCCO2)C(=O)CNS(=O)(=O)c2ccc(F)cc2)cc1 (stereo not given),-0.17,2
CCNCCNC(=O)c1c(O)c2cccc3c2n(c1=O)CCC3,0.81,20[fluorescence artefact?]
C=CCn1c(SCn2nnc3ccccc3c2=O)nnc1-c1ccc(F)cc1,1.3,14[fluorescence artefact?]
Cc1cc(OCC(=O)N2CCOCC2)ccc1NC(=O)C1CCCCC1,-0.07,5
C#CC(C)(C)NC(=O)c1ccccc1OC,0.39,2
